From PubChem BioAssay
hIAP activ = increases human intestinal alkaline phosphatase activity; P09923; purified human IAP, CDP-Star luminescence, 30 min; hits give high values; 1 = vehicle-only enzyme, 0 = enzyme-free background; activation factor at 10 µM; hit rate 0.16% among 330,000; AID 2524;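 active means activation factor of the enzyme at least 2-fold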; further: the source names both 10 and 20 µM as test concentration; values of inactives mirror those of a sister screen read the other way
Target sequence (P09923 whole entry, looked up): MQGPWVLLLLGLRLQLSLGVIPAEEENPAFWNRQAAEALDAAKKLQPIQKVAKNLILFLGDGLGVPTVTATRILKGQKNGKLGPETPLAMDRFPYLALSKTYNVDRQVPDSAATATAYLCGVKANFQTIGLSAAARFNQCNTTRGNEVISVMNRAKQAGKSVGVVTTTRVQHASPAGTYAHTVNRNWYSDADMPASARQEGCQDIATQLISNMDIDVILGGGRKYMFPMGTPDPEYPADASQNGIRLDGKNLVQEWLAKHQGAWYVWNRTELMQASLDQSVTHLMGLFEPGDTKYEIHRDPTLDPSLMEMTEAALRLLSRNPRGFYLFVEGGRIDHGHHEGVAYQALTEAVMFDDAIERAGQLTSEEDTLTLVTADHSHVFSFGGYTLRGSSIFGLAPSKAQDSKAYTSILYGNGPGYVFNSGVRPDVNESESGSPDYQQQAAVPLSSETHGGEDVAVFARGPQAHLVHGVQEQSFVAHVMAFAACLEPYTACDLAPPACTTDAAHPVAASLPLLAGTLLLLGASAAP
MIN6 prolif = induces beta-cell replication in MIN6 cells; MIN6 cells proliferation, ATPlite luminescence, 48 h; cells starved in 0.2% serum; 100% = growth in 10% serum; hit rate 0.29% among 330,000; proliferation, % at 10 µM;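 active means compounds whose signal lies at least 3.5 SD above the mean of all wells on their plate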;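 further: 0% = DMSO-treated cells in low-serum medium and 100% = 10% serum control; some compounds called inactive have numbers as strong as hits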
MPTP inh = permeability transition pore inhibition | isolated mouse mitochondria, Ca2+ swelling absorbance, 30 min | inhibition, % at 10 µM | hit rate 1.4% among 360,000 | AID 602449;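 active means inhibition of 50% or more, scaled per plate between neutral and stimulator controls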;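 further: 0% = DMSO wells given calcium and 100% = 1 mM EGTA wells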
hIAP block = human IAP inhibition; purified IAP, CDP-Star luminescence, 30 min; hit rate 0.12% among 330,000; P09923; inhibition, % at 10 µM; AID 2544;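 active means inhibition reaching a set limit with compound at 10 µM in the primary screen, cut at about 35% in these data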;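 further: plate controls were DMSO wells with enzyme for no effect and no-enzyme buffer wells for full effect; values of inactives mirror those of a sister screen read the other way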
mIAP block = mouse IAP inhibition; inhibition, % at 10 µM; purified mouse IAP, CDP-Star luminescence, 30 min; hit rate 0.2% among 330,000;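 active means inhibition of at least 40% at 10 µM in the primary screen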;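 further: plate controls were DMSO with enzyme for no effect and no enzyme wells for full effect; values of inactives mirror those of a sister screen read the other way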
mIAP activ = mouse IAP activation | muIAP, CDP-Star luminescence, 30 min; hits give high values; 1 = vehicle-only enzyme signal, 0 = enzyme-free wells | activation factor at 10 µM | hit rate 0.24% among 330,000;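 active means activation factor of at least 2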; further: the source names both 10 and 20 µM as test concentration; values of inactives mirror those of a sister screen read the other way
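System: mouse IAP enzyme. Reagent: CDP-Star chemiluminescent phosphatase substrate. Benchmarks: DMSO wells, no-enzyme wells. Times: 30 min enzyme-substrate-compound incubation at room temperature. Detection: luminescence from enzymatic CDP-Star hydrolysis. Doses: test compounds delivered from DMSO solution.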
APOBEC3G inh = blocks human APOBEC3G single-stranded DNA deamination; recombinant A3G, ssDNA deamination FAM/TAMRA fluorescence; AID 493012; Q9HC16; inhibition, % at 20 µM; hit rate 0.28% among 330,000;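 active means inhibition of at least 40% at 20 µM, with no more than 30% in the related APOBEC3A deaminase screen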;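 further: plate controls were DMSO wells with A3G for no effect and wells lacking A3G enzyme for full effect; some compounds called inactive have numbers as strong as hits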
ATG4B inhibitor = ATG4B (human) cysteine protease inhibition. Q9Y4P1. ATG4B cleavage of LC3-PLA2, NBD-HPC fluorescence, 1 h. inhibition, % at 8.33 µM. hit rate 0.51% among 340,000. AID 504462; in the data active means inhibition above about 40%
APOBEC3A inh = inhibitors of human APOBEC3A DNA deaminase | P31941 | inhibition, % at 20 µM | recombinant A3A, FAM/TAMRA ssDNA deamination fluorescence | hit rate 0.41% among 330,000;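 active means at least 40% inhibition at 20 µM here, with at most 30% in a related deaminase screen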;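 further: plate controls were A3A with DMSO for no effect and wells lacking A3A enzyme for full effect; some results filed as inactive read as strong as hits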
Target sequence (P31941 whole entry, looked up): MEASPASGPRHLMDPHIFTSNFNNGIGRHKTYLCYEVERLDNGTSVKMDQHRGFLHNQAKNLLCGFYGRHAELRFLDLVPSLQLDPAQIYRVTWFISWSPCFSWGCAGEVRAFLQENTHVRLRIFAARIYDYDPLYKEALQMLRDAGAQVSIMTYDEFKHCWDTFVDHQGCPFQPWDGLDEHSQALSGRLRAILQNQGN
Numbers without * were called inactive; i = inactive; . = no result given. Compounds as they come; 3.3% or so of the library scored in one or more.

SMILES | hIAP activ | MIN6 prolif | MPTP inh | hIAP block | mIAP block | mIAP activ | APOBEC3G inh | ATG4B inhibitor | APOBEC3A inh
O=C(/C=C/c1ccc([N+](=O)[O-])s1)N1CCCC1 | 1 | -6 | -2.7 | -3 | 5 | 0.95 | 0 | -9 | 1
Cc1cccc(COCC(CC(C)C)N2CCN(C(=O)c3ccc(C(C)(C)C)cc3)CCC2=O)c1 (stereo not drawn) | 0.75 | -8 | -2.5 | 25 | 2 | 0.98 | -6 | -14 | -1
O=C(c1noc2c1CCc1ccccc1-2)N1CCCc2ccccc21 | 1 | 0 | -1.6 | -1 | 6 | 0.94 | -3 | 35 | -2
CCOC(=O)c1[nH]c(C)c(C(=O)NCCCOC(C)C)c1C | 0.93 | -1 | 1.5 | 7 | 8 | 0.92 | -6 | -2 | -1
CCCCN(CCCC)C1=Nc2ccccc2N/C1=C(/C#N)C(=O)OCC | 1 | -4 | 41 | -3 | 16 | 0.84 | -9 | -1 | -6
Cc1ccc(NS(=O)(=O)c2cccc(C(=O)N3CCCC(C)C3)c2)cc1 (stereo not drawn) | 0.96 | -5 | -0.1 | 4 | -2 | 1 | -6 | 0 | 1
COc1cc2c(cc1OC)CN(C(=S)NC(=O)c1ccccc1)CC2 | 1 | -2 | -3.4 | -2 | -10 | 1.1 | -2 | -3 | 2
CCN(CC(=O)NCc1cccs1)C(=O)c1cc(S(=O)(=O)N2CCCCC2)ccc1Cl | 1 | 4 | 0.2 | -4 | 0 | 0.99 | -5 | -5 | 3
Cn1c(Cc2ccccc2)nnc1SCC(=O)Nc1cccc(S(=O)(=O)NC2=NCCCCC2)c1 | 1 | 1 | 1.8 | -4 | 2 | 0.98 | -9 | -9 | -2
CC1=NN(C(C#N)c2ccccc2)C(C)(C)C1 (stereo not drawn) | 0.99 | -1 | 0.2 | 1 | 5 | 0.95 | -2 | -6 | -2
COc1ccccc1CCNS(=O)(=O)c1c(C)n(C)c(=O)n(C)c1=O | 0.88 | 2 | -0.9 | 12 | -7 | 1.1 | -9 | -4 | -1
CC(C)(O)C#Cc1ccc(CN2CCN(C3CCCCC3)C(CCO)C2)cc1 (stereo not drawn) | 0.9 | 0 | 2.4 | 10 | -2 | 1 | 0 | -12 | -2
CCn1nc(C)c(CN2CCC(C(=O)Nc3cccc(-c4cccc(F)c4)c3)CC2)c1C | 6.1* | -7 | -0.6 | i | -387 | 4.9* | -5 | -1 | -4
C=CCNC(=S)NNC(=O)c1ccccc1 | 1.5 | 0 | -1.0 | -50 | 13 | 0.87 | 2 | -10 | 6
CCOC(=O)c1oc2cc(OCC(N)=O)ccc2c(=O)c1-c1ccc(OC)c(OC)c1 | 0.99 | -2 | -1.3 | 0 | -1 | 1 | 1 | 11 | 3
O=C(NCCc1ccc(Cl)cc1)C1CCN(S(=O)(=O)N2CCC3(CC2)OCCO3)CC1 | 1 | -4 | -0.2 | -2 | 1 | 0.99 | -2 | -17 | 2
COc1ccc(CNC(=O)CCc2c(C)nc3cc(-c4ccccc4OC)nn3c2C)cc1 | 1.1 | -1 | -0.6 | -14 | -10 | 1.1 | 3 | -22 | 3
O=C(c1cc2sccc2n1Cc1ccccc1)N1CCN(c2nc3ccccc3s2)CC1 | 0.93 | -4 | 102* | 7 | -6 | 1.1 | 0 | -10 | -2
Cc1nc(C(=O)N2CCc3c([nH]c4ccccc34)C2c2cc(F)ccc2F)cs1 (stereo not drawn) | 1.1 | -2 | -1.0 | -14 | -22 | 1.2 | -3 | -13 | 2
O=C(CSc1nc(=O)n2ccccc2n1)N1CCCc2ccccc21 | 1.1 | 4 | -0.4 | -13 | 4 | 0.96 | -4 | 2 | -1
Cc1ccc(CC(=O)NNC(=O)c2ccncc2)cc1C | 1.1 | -1 | -1.9 | -6 | 3 | 0.97 | 37 | 4 | 3
CC(=O)N1CCc2cc(S(=O)(=O)NCCC(=O)NCCc3ccc(Cl)cc3)ccc21 | 0.97 | -3 | 3.9 | 3 | -4 | 1 | -6 | -4 | -4
Cc1ccc(-c2nnc(Nc3ccc(OCC(N)=O)cc3)c3ccccc23)cc1S(N)(=O)=O | 1.1 | -1 | -0.4 | -7 | 5 | 0.95 | -10 | 33 | -6
CC(C)NC(=O)CN1CCN(Cc2nc(C(c3ccccc3)c3ccccc3)no2)CC1 | 1.1 | 6 | 0.0 | -10 | 4 | 0.96 | -13 | -7 | 1
COc1cc(Cl)ccc1NC(=S)N(CCCN1CCOCC1)Cc1cn(C)c2ccccc12 | 1.1 | -4 | -1.0 | -6 | 7 | 0.93 | 10 | -11 | 1
O=C(Nc1ccc(O)c(C(=O)O)c1)Oc1ccccc1 | 0.97 | -3 | -0.6 | 3 | -1 | 1 | 3 | -5 | 1
Cc1ccc(N=Cc2c(O)cc(C)oc2=O)c(C)c1 | 0.93 | -5 | 0.2 | 7 | -10 | 1.1 | 2 | 5 | 2
CC(=O)Nc1nonc1NC(=O)CSc1nc2ccccc2o1 | 1.2 | -3 | 8.4 | -18 | 20 | 0.8 | -11 | 1 | -2
COc1cc(Cl)c(S(=O)(=O)NCCN2CCOCC2)cc1Cl | 1.1 | 1 | 1.4 | -14 | -11 | 1.1 | -5 | -4 | -4
CC(C)CN1CCC(CNC(=O)CCc2nnc(Cc3c[nH]c4ccccc34)o2)CC1 | 1.2 | -1 | 0.3 | -20 | -7 | 1.1 | -8 | 28 | -3
Cc1ccc(-c2csc3ncnc(SCC(=O)c4ccc5c(c4)OCCO5)c23)cc1 | 1.1 | -2 | -0.3 | -11 | 4 | 0.96 | -2 | 9 | 0
CSc1ccccc1C(=O)Nc1cccc(C)c1 | 0.96 | 0 | 4.3 | 4 | -4 | 1 | -7 | 12 | -2
C/C(=N\NC(=O)c1cc(C2CC2)nc2ccccc12)c1ccc(C)s1 | 0.97 | -1 | -1.9 | 3 | -2 | 1 | -3 | -5 | -2
CC(C)c1ccccc1NC(=S)NCCCn1ccnc1 | 0.86 | -1 | 2.7 | 14 | -5 | 1.1 | -16 | -5 | -5
Nc1ccc(C(=O)OCC(=O)NC2CC2)cc1[N+](=O)[O-] | 1.1 | 0 | -1.2 | -10 | -3 | 1 | -4 | -5 | 4
CSc1nc2ccccc2n1CC(=O)N1CCCCC1 | 1.1 | -1 | -6.4 | -10 | 2 | 0.98 | -3 | -3 | -1
Cc1cccc(-c2nnc(SCCC(=O)N3CCOCC3)o2)c1 | 1 | -3 | -1.2 | -3 | 5 | 0.95 | -7 | -6 | -6
CC(=O)N(C)c1nnc(-c2cnccn2)s1 | 1.2 | 0 | -2.9 | -21 | -3 | 1 | -4 | -3 | -3
COC(=O)CCCN1C(=O)NC(c2ccc(-c3ccccc3)cc2)C(C(=O)OCc2ccccc2)=C1C (stereo not drawn) | . | . | 0.4 | . | -9 | 1.1 | -3 | 4 | 2
CCOC(=O)c1sc2nc(C)n(N)c(=O)c2c1C | 0.95 | -1 | -2.9 | 5 | 10 | 0.9 | -6 | 0 | -2
O=C(COC(=O)Cn1cnc2ccccc2c1=O)NCC12CC3CC(CC(C3)C1)C2 | 0.98 | -2 | 1.5 | 2 | 15 | 0.85 | -1 | -10 | 0
C=Cn1c(C(=O)O)cc(CC)c1-c1ccccc1 | 0.82 | 0 | 0.2 | 18 | 12 | 0.89 | -7 | 15 | -6
Cc1ccccc1-c1nnc(SCC(=O)N(C)C2CCS(=O)(=O)C2)n1C (stereo not drawn) | 1 | 0 | -1.3 | 0 | 1 | 0.99 | -3 | 1 | 3
COc1ccc(CN2CCCC(C(=O)N3CCCCC3)C2)c(OC)c1 (stereo not drawn) | 0.96 | -4 | 0.5 | 4 | 12 | 0.88 | 0 | 10 | 9
CCOC(=O)c1c(NC(=O)Cn2ccsc2=N)sc(C)c1C | 1.1 | 5 | -0.8 | -8 | 1 | 0.99 | 10 | -9 | 57*

Whole records from above. Screens in order: hIAP activ, MIN6 prolif, MPTP inh, hIAP block, mIAP block, mIAP activ, APOBEC3G inh, ATG4B inhibitor, APOBEC3A inh
`Cc1ccccc1-c1nnc(SCC(=O)N(C)C2CCS(=O)(=O)C2)n1C` (stereo not drawn) in the list: 1, 0, -1.3, 0, 1, 0.99, -3, 1, 3
`Nc1ccc(C(=O)OCC(=O)NC2CC2)cc1[N+](=O)[O-]` in the list: 1.1, 0, -1.2, -10, -3, 1, -4, -5, 4

Following part:
SMILES | hIAP activ | MIN6 prolif | MPTP inh | hIAP block | mIAP block | mIAP activ | APOBEC3G inh | ATG4B inhibitor | APOBEC3A inh
CCOC(=O)N1CCN(C(=O)c2ccc(CN(c3ccc(C)c(C)c3)S(C)(=O)=O)cc2)CC1 | 1 | -2 | 5.2 | -4 | 0 | 1 | -5 | -4 | -5
Cc1cccc(NC(=O)CSc2nnc([C@@H]3CCCN3C(=O)OC(C)(C)C)o2)c1C | 0.94 | -2 | -1.3 | 6 | -4 | 1 | -1 | 7 | -1
O=C(Nc1nc2ccccc2[nH]1)C1CCN(C(=O)c2ccc(F)cc2)CC1 | 1 | -4 | -1.2 | -4 | 8 | 0.92 | -5 | 7 | 12
Cc1cc(C)cc(NC(=S)N2CCN(c3ncccn3)CC2)c1 | 0.99 | -1 | 0.4 | 1 | -5 | 1.1 | -6 | -9 | -3
O=C(CN1CCCc2ccccc21)Nc1ccc(F)cc1[N+](=O)[O-] | 1.1 | 0 | -0.1 | -6 | -6 | 1.1 | -13 | -3 | -3
CCn1nnnc1SCC(=O)Nc1ccc2c(c1)OCCO2 | 1.1 | -1 | -2.8 | -6 | 7 | 0.93 | 1 | 1 | 2
O=C(OCCN1C(=O)c2ccccc2C1=O)c1cnccn1 | 1.1 | 5 | -0.5 | -10 | 0 | 1 | -4 | -10 | -4
Cc1ccccc1NC(=O)CCS(=O)(=O)c1cccc2nonc12 | 0.95 | 1 | -0.9 | 5 | -7 | 1.1 | 6 | 11 | 3
O=C1C=C(c2ccc3c(c2)OCO3)CCC1 | 0.96 | 2 | -2.3 | 4 | 4 | 0.96 | -6 | 0 | -3
COC(=O)c1ccc(NC(=O)CSc2ccc(-c3ccccn3)nn2)cc1 | 1.1 | -5 | -0.6 | -13 | 1 | 0.99 | -2 | 4 | 0
O=C1CCN(C(=O)c2cccs2)c2ccccc21 | 0.98 | 0 | -0.4 | 2 | -1 | 1 | -1 | 0 | -1
O=C(c1ccc([N+](=O)[O-])s1)N1CCCc2ccccc21 | 1 | -6 | -0.1 | -2 | -2 | 1 | -4 | -5 | -1
C[C@H](CO)N1C[C@H](C)[C@@H](CN(C)C(=O)Nc2ccc(C(F)(F)F)cc2)Oc2ccc(NC(=O)C3CC3)cc2C1=O | 1 | 1 | -2.5 | -1 | -17 | 1.2 | -8 | 4 | -4
COc1ccc(CC(=O)Nc2ccc(S(=O)(=O)Nc3ncccn3)cc2)cc1 | 1 | -2 | -0.4 | -2 | 2 | 0.98 | 1 | 0 | 17
O=S(=O)(Cc1ccccc1Cl)N1CCCC1 | 1 | 3 | -0.5 | 0 | -2 | 1 | 2 | 5 | 1
O=C(/C=C/c1ccccc1)c1cc(Br)ccc(=O)c1O | 0.94 | -6 | -10 | 6 | 20 | 0.8 | 17 | 14 | 41*
Cc1cccc(N2CCN(Cc3nc(-c4ccc(F)cc4F)oc3C)CC2)n1 | 1.1 | -2 | 1.2 | -7 | 0 | 1 | -7 | 2 | 2
Cn1c2c(c(=O)n(C)c1=O)C(c1ccccc1F)C(C#N)=C(N)O2 (stereo not drawn) | 0.95 | -1 | -0.8 | 5 | 6 | 0.94 | -8 | 2 | -4
